# High-throughput results: PubChem BioAssay, several laboratories
# hiPSC survival: enhancers of single-cell hiPSC survival, primary screen, ATPlite luminescence; hit rate 0.044% among 360,000; 100% = ROCK inhibitor wells, 0% = DMSO; survival enhancement, % at 20 µM; in the data active = survival enhancement above about 18%;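 also: cells exposed to compounds for 16 hours before the ATP read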
# ABCB6 inh MLPCN: ABCB6 transporter inhibitors, primary screen, K562-ABCB6 cells, flow cytometry, MLPCN library | ATP-binding cassette sub-family B member 6 (Homo sapiens), Q9NP58 | K562-ABCB6 porphyrin accumulation, 1 h; stronger effect = lower value | fluorescence ratio to DMSO, % at 10 µM | hit rate 0.19% among 360,000;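 active = fluorescence ratio to DMSO below 75%, the collection mean minus 3 SD; inconclusive = too few cells collected in the well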;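 also: signal is porphyrin accumulated inside mitochondria; 100% equals median channel fluorescence of DMSO control wells; lower ratio means ABCB6 inhibition with less porphyrin fluorescence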
# N-glyco inh: increase of ERlucT glycosylation luciferase signal, primary screen, N-linked glycosylation inhibitor project, D54 ERlucT cells, luminescence, set 2 | D54 ERlucT glycosylation luciferase reporter, 24 h; percent of 100 nM tunicamycin response | reporter increase, % at 12.5 µM | hit rate 0.23% among 360,000;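 active = mean luciferase reporter signal, scaled so untreated is 0 and the glycosylation-blocking control 100, at or above a set limit in every replicate; inconclusive = mean reaches the limit but not every replicate does; inactive = mean below the limit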;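 also: luciferase carries N-glycosylation sites so blocking glycosylation raises the light; 0% = median of neutral control wells and 100% = median of 100 nM tunicamycin wells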
# Exocytosis inh: LAMP-1 surface exposure blockers, TALL-104 cells – cell-based, flow cytometry, MLPCN library, primary screen; TALL-104 LAMP-1 surface exposure; cells stimulated with thapsigargin and PMA; inhibition, % at 10 µM; hit rate 0.66% among 360,000; AID 651702, 2012;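 active = inhibition above about 55%, limit read from the data; inconclusive = no clear call, values can overlap the other calls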
# aDG glyco act: activators of alpha-DG glycosylation, primary screen, uHTS, Pro5-aDG cells, AlphaScreen; alpha-DG glycosylation AlphaScreen (IIH6); 0% Pro5, 100% B10-LARGE cell signal; activation, % at 10 µM; hit rate 0.22% among 360,000;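 active = activation of at least 8% versus controls, or a plate z-score of at least 8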;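 also: Pro5 are CHO cells carrying HIG-tagged alpha-DG that lacks glycosylation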
# H9c2 protect: cardioprotection against H2O2-induced cell death, primary screen, uHTS, H9c2 cells, ATPLite luminescence; AID 588492, 2011; H9c2 cardiomyocytes, H2O2 injury protection, 2 h; hit rate 0.63% among 360,000; protection from H2O2 cell death, % at 20 µM;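 active = compounds giving at least 50% protection of heart cells from peroxide-induced death in the single-dose screen, raw or plate-pattern-corrected value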;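 also: 0% = DMSO wells with peroxide and 100% = DMSO wells without peroxide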
# PDI inh: inhibitors of human PDI, primary screen, biochemical, turbidity, single point, plate reader; Protein disulfide-isomerase (Homo sapiens), P07237; PDI insulin aggregation turbidity, A650, 90 min; inhibition, % at 10 µM; hit rate 0.052% among 350,000;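 active = mean inhibition across replicates of 30% or more, whatever share of single replicates reach that level; inconclusive = mean inhibition below 30% while every single replicate reaches 30%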;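 also: absorbance from insulin aggregation driven by PDI reduction with DTT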
# Target sequence (P07237 whole entry, looked up): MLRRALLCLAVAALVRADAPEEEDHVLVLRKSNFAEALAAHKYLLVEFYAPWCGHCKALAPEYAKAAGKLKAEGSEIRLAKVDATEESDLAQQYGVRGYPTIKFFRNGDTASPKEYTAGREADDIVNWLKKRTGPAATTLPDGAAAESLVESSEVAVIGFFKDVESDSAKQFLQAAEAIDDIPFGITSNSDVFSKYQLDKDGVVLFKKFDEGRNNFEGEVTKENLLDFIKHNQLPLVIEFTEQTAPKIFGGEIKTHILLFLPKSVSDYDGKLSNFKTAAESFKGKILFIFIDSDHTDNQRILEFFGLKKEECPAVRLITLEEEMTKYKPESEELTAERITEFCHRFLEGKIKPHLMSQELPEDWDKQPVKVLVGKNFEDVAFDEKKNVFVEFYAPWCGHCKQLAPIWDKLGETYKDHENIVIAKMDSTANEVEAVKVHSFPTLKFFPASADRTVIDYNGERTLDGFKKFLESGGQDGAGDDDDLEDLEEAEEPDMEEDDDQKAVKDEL
# m5-HT2A agonist: mouse Htr2a agonists via beta-arrestin recruitment, primary screen, cell-based, luminescence. activation, % at 7.6 µM. 5-hydroxytryptamine receptor 2A (Mus musculus), P35363. CHO-K1 mHTR2A beta-arrestin complementation; percent of 30 µM serotonin response. hit rate 0.66% among 360,000. AID 624169, 2012;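 active = activation above a run cutoff, the mean activation of all tested compounds plus 3 SD, cut at about 14% in these data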;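 also: 0% = plate median of compound wells and 100% = 30 µM serotonin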
# Target sequence (P35363 whole entry, looked up): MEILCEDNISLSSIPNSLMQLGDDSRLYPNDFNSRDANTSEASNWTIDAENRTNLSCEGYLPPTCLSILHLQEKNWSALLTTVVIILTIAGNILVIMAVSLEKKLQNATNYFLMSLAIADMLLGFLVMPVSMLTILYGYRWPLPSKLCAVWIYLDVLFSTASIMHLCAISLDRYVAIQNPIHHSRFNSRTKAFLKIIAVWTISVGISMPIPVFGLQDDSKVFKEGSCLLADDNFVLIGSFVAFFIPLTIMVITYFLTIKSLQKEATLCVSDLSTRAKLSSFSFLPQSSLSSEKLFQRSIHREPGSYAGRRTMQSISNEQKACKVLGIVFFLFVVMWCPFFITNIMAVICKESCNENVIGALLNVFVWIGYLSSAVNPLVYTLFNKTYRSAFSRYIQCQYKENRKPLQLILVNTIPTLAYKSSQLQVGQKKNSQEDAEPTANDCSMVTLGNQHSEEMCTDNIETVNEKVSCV
# CaV13 FRET inh: Primary screen for inhibitors of IQ motif and Ca2+-dependent inactivation inhibitor domain binding in CACNA1D, Förster resonance energy transfer in living cells, …. hit rate 0.098% among 340,000. AID 743397. inhibition, % at 12.3 µM. HEK cells, CFP/YFP FRET ICDI-IQ, plate reader, 10 min; percent FRET-ratio fall versus neutral wells;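 active = mean replicate inhibition of at least 30% and at least 1% of replicates passing that level; inconclusive = only one of the two criteria is met; inactive = neither criterion is met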;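 also: 0% = median of the neutral control wells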
# Vif inh: HIV Vif self-association inhibitors, primary screen, imaging, HEK293T, single point; HEK293T cells, Vif self-association by quenched fluorescence, 24 h; inhibition, % at 7.49 µM; hit rate 0.35% among 340,000; AID 602346, 2012; in the data active = inhibition above about 50%, passing the limit was not always enough; inconclusive = no clear call, values can overlap the other calls; inactive = below about 31%; also: some results filed as inactive read as strong as hits
# Numbers without * were called inactive; ? = inconclusive; nt = no result given; & = joins results of further samples.
# Under each structure: hiPSC survival	ABCB6 inh MLPCN	N-glyco inh	Exocytosis inh	aDG glyco act	H9c2 protect	PDI inh	m5-HT2A agonist	CaV13 FRET inh	Vif inh
- Cc1nc(SCC(=O)N2CCNC2=O)c(C#N)c(C)c1C
    1.7	98	2	-6	-0.2	3	0	-1	-10	nt
- NC(=O)CCS(=O)(=O)c1ccc(Cl)cc1
    -0.4	99	1	1	-0.1	5	11	1	1	-3
- Cc1ccc(S(=O)(=O)N2CCCCC2)cc1NC(=O)Cc1c[nH]c2ccccc12
    -0.6	114	-5	-2	0.0	0	7	-2	-5	-2
- CC(=O)Nc1cccc(S(=O)(=O)N2CCCCCC2)c1
    -1.1	92	2	-3	0.0	7	-9	1	-2	6
- CC(=O)c1cccc(NC(=O)COC(=O)C2CCCN2C(=O)c2cccs2)c1 (configuration not stated)
    -1.5	85	0	-12	-0.1	-4	-10	2	-5	-10
- COc1ccc(CC(=O)OCC(=O)NC(=O)NC(C)C)cc1
    -0.1	99	2	-1	0.1	2	-2	-1	-6	-3
- Cc1ccc(NC(=S)NN2CCOCC2)c(C)c1
    5.5	97	0	-1	-0.3	4	0	-2	-5	-10
- CC(C)(C)OC(=O)Nc1ncnc2c1ncn2C1OC(CO)C2OC(C)(C)OC21 (configuration not stated)
    -0.6	102	-1	4	0.0	0	-9	-2	3	-1
- Cc1cc(NC(=S)N(Cc2ccc(Cl)cc2)Cc2ccc(C(=O)O)cc2)ccc1Cl
    -0.3	99	-1	1	0.9	-9	-1	0	-5	13
- C#CCOC(=O)CN1C(=O)c2cccc3cccc(c23)C1=O
    -0.5	98	3	-2	-0.1	6	-2	3	-4	-1
- O=C(c1ccc([N+](=O)[O-])cc1)N1CCN(c2ncccn2)CC1
    -0.5	97	2	9	-0.1	4	3	-1	-4	8
- COCc1nnc(NC(=O)c2ccc(S(=O)(=O)N3CCCc4ccccc43)cc2)o1
    0.0	99	5	-1	0.3	12	-1	-1	-7	0
- Cc1cc(Cl)ccc1C(=O)C1CCCN(C(=O)c2cncs2)C1 (configuration not stated)
    -0.4	100	-3	-1	0.6	-5	2	0	-7	-2
- COc1cc(C(=O)Nc2c(C)cc(C)cc2C)c([N+](=O)[O-])cc1OC
    -2.2	96	2	-2	0.1	11	-9	8	-3	11
- N#Cc1c2n(c3c(=O)n(Cc4ccccc4)cnc13)CCCC2
    0.8	55*	0	3	-0.2	0	6	-3	-7	5
- CC(Oc1cccc(Br)c1)C(=O)N1CCCN(C)CC1 (configuration not stated)
    -0.2	98	1	-4	1.3	-2	9	-5	nt	1
- CCOC(=O)C1=C(C)N(c2ccc(OCC)cc2)C(=O)/C1=C\c1ccco1
    -4.7	103	2	-6	-0.5	-5	-1	1	-4	1
- C=CCNC(=O)c1ccccc1NC(=O)c1ccc(Cl)c(S(=O)(=O)Nc2cccc(C)c2C)c1
    1.9	85	-6	12	0.0	0	4	6	-2	6
- COc1ccc(Cl)cc1-n1c(=S)sc2c(=O)[nH]c(SCC(=O)NCC3CCCO3)nc21 (configuration not stated)
    -1.3	100	3	8	0.2	1	3	-1	-9	24
- CC(=O)Nc1ccc(NC(=O)Nc2ccccc2C)cc1
    -0.4	99	-1	-2	0.1	-3	-3	4	-16	1
- C[C@@H]1CC[C@]2(C(=O)O[C@@H]3O[C@H](CO)[C@@H](O)[C@H](O)[C@H]3O)CC[C@]3(C)C(=CCC4[C@@]5(C)C[C@@H](O)[C@H](O)[C@@](C)(C(=O)O[C@@H]6[C@H](O)C[C@@]7(C)C(CC[C@]8(C)C7CC=C7[C@H]9[C@](C(=O)O[C@@H]%10O[C@H](CO)[C@@H](O)[C@H](O)[C@H]%10O)(CC[C@@H](C)[C@@]9(C)O)CC[C@]78C)[C@@]6(CO)C(=O)O)C5CC[C@]43C)[C@@H]2[C@]1(C)O (some centres not stated)
    -1.3	113	0	0	0.3	2	14	3	-3	7
- CN(C)S(=O)(=O)c1cccc(NC(=O)CSc2cccc3cccnc23)c1
    -0.1	98	11	18	-0.2	-7	17	-8	-4	1
- C/C(CC(=O)Nc1ccc2ccccc2c1)=N\NC(=O)c1cnccn1
    1.9	98	4	2	-0.1	8	9	-1	-4	-6
- O=C1C=CC(O)C2(CO)OC12 (configuration not stated)
    -2.0	98	16	0	-0.2	0	18	5	-6	1
- CCOC(=O)CCc1c(C)nc(SCCCn2c(=O)[nH]c3ccccc32)c(C#N)c1C
    1.8	99	1	2	0.2	10	4	10	nt	-16
- CC(=O)C1=C(C)NC(=O)NC1c1ccc(OC2CCCC2)cc1 (configuration not stated)
    -0.2	100	2	-3	-0.1	-4	-3	0	-10	-6
- Cc1ccc2cc(CCNC(=O)Cc3cccs3)c(=O)[nH]c2c1
    1.7	102	1	4	0.1	-2	-11	-3	-6	-1
- O=S(=O)(O)Sc1ccccc1
    6.2	95	3	15	0.0	6	-12	4	-7	3
- COC(=O)C1CCN(C(=O)COC(=O)c2ccc(=O)n(Cc3ccccc3)n2)CC1
    -0.3	98	0	4	-0.3	5	-2	1	-6	7
- N#Cc1nc(-c2cccs2)oc1NCCCN1CCOCC1
    3.9	98	0	2	-0.3	1	10	-4	-9	nt
- Cc1ccc(-c2nc3ccc(Br)cn3c2Cc2ccccc2)cc1
    -2.9	119	-4	4	0.2	-9	nt	5	-3	nt
- COc1ccc(/C=N/n2cnnc2)cc1Cn1nc(C)c([N+](=O)[O-])c1C
    5.4	105	1	1	0.0	-3	8	-1	-5	1
- COc1ccc(CNC(=O)CN(Cc2ccc(OC)cc2)C(=O)CCC(=O)Nc2ccccn2)cc1
    -0.1	96	1	6	-0.1	9	-3	3	-7	4
- COc1ccc(Br)cc1CN(C)CC(=O)NCCc1ccccc1
    0.5	97	0	0	1.4	11	-8	-2	-7	5
- Cc1ccc(NC(=O)CNCc2ccccc2)cc1Br
    -0.5	102	-1	8	-0.1	-6	3	-3	-2	1
- Cc1ccc(S(=O)(=O)Nc2ccccc2/C=N/c2nc3ccccc3n2C)cc1
    2.7	106	3	3	0.2	-2	6	2	nt	-15
- CC(=O)c1ccc(NC(=O)CN2C(=O)NC3(CCc4ccccc43)C2=O)cc1 (configuration not stated)
    -0.5	87	2	-2	0.0	0	-1	-2	-6	-5
- O=C(COC(=O)c1cccs1)Nc1nc(-c2ccccc2)cs1
    -0.5	99	3	1	-0.1	11	-10	7	-6	7
- Cc1cc(C(=O)NNc2cc(Cl)ccc2Cl)no1
    -0.4	97	3	-4	-0.1	-2	-3	0	-5	11
- COc1ccc(Cl)cc1NC(=O)COC(=O)C1COc2ccccc2O1 (configuration not stated)
    0.7	97	1	-3	0.1	3	14	0	-7	-1
- O=C(Cn1ccc2ccccc2c1=O)NCCC(=O)N1CCN(C2CCCCC2)CC1
    -0.7	95	-6	-1	-0.3	-2	-2	6	-4	-6
- Cc1ccccc1CC(=O)NCCN1CCCCC1
    0.3	98	-2	8	0.2	0	-14	2	-1	-4
- CN(C1CCCCC1)S(=O)(=O)c1ccc(NC(=O)C2CCCCC2C(=O)O)cc1 (configuration not stated)
    6.2	96	2	3	0.0	10	-7	-1	-1	7
- O=S1(=O)c2cccc3cccc(c23)N1CCBr
    0.1	99	-2	2	-0.1	-4	-20	-5	-4	-7
- Cc1ccc2nsnc2c1NC(=O)COc1ccccc1F
    -0.5	95	-1	-4	-0.1	7	8	1	-4	1
- CCOC(=O)c1c(C)[nH]c(C(=O)OC(C)C(=O)NC2CCCCC2C)c1C (configuration not stated)
    -1.1	92	0	-2	0.0	-7	-19	-1	-3	4
- Cc1noc(C)c1COc1ccccc1C(=O)N(C)Cc1ccc(C(C)(C)C)cc1
    0.0	98	-5	2	0.9	-18	-6	2	-3	-4
- CC(=O)NC(c1ccc(F)c(F)c1)c1nc(-c2cnc3ccccc3c2)cs1 (configuration not stated)
    8.9	90	3	-3	0.2	-4	8	5	-9	-15
- CCOc1ccc(-c2nnc(SCC(=O)N(CC)CC)n2N)cc1
    1.1	91	2	2	-0.1	4	-1	3	-4	-10
- COc1cccc(N2CC(C(=O)Nc3nnc(SCC(=O)c4ccccc4)s3)CC2=O)c1 (configuration not stated)
    -0.5	101	0	-5	0.2	0	-2	1	-5	1

# Following part.
# Under each structure: hiPSC survival	ABCB6 inh MLPCN	N-glyco inh	Exocytosis inh	aDG glyco act	H9c2 protect	PDI inh	m5-HT2A agonist	CaV13 FRET inh	Vif inh
- Cc1nc2cc(OC3(C)CCN(Cc4ccc(OC(F)(F)F)cc4)C3)ccc2s1 (configuration not stated)
    -2.3	94	2	-3	-0.4	-19	-9	2	-6	-9
- Cc1sc2nc(-c3cccs3)oc(=O)c2c1C
    -0.6	86	1	0	-0.2	-6	-5	-5	-10	27
- O=C(Nc1cc(Cl)ccc1-n1cncn1)c1cccs1
    -0.4	97	0	-2	0.3	-4	4	-2	-3	10
- CC(C)(C)NC(=O)C(c1ccnc2ccccc12)n1c(=O)c(-c2cc3ccccc3[nH]2)nc2ccccc21 (configuration not stated)
    nt	nt	nt	10	1.5	nt	nt	10	-16	nt
- Cc1c(O)nc2ccccn2c1=O
    0.9	98	2	2	0.0	4	1	1	-2	2
- CCOC(=O)c1c(Nc2ccc(Cl)cc2)sc(/C=C2\C=Nc3ccccc32)c1O
    -1.9&-0.8	109&101	1&0	9&0	-0.2&-0.5	1&-3	9&-10	2&-4	-6&-9	13&-9
- N#Cc1c(N)nc(SCC(=O)NCCc2ccccc2)c(C#N)c1-c1cccs1
    2.6	97	1	-1	0.1	1	-4	5	1	?
- COc1cccc(/C=C2\Oc3cc(OCC(=O)N4CCC[C@H]4C(=O)O)ccc3C2=O)c1
    -1.7	97	2	-2	0.1	-4	nt	3	nt	-5
- O=c1[nH]cnc2c1cnn2Cc1ccccc1
    0.5	98	3	2	-0.1	0	1	1	-4	7
- COc1ccc(CCNC(=O)Nc2ccc([N+](=O)[O-])cc2)cc1OC
    -2.1	104	-1	0	0.2	-2	-2	0	-6	0
- COC(=O)Cn1c(=O)c2c(nc3n2CC(C)CN3Cc2ccccc2)n(C)c1=O (configuration not stated)
    -0.3	96	5	-8	0.4	3	-11	3	-4	6
- COc1ccc(NC(=O)Cn2nc([N+](=O)[O-])c(Cl)c2C)cc1OC
    1.2	94	0	-2	-0.1	-2	-5	0	-7	-7
- COc1ccc(Cl)cc1NC(=O)CN(C)CC(=O)Nc1ccccc1-c1ccccc1
    -0.1	101	2	3	0.1	-2	2	-1	-7	-7

# No enrichment for hits; any-hit rate near 3.1%.
